COUP-TFII inh: inhibitors of human COUP-TFII (NR2F2); P24468; HEK293T NGFI-A luciferase reporter, luminescence; inhibition, % at 8.6 µM; 370,000 tested, 0.7% active; AID 686940;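 active means inhibition above a per-plate cutoff, mean inhibition of test wells between control levels plus 3 SD, cut at about 38% in these data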;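 further: cells cotransfected with COUP-TFII expression vector driving the NGFI-A reporter; 0% = median of COUP-TF2 test wells and 100% = reporter-only cells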
Target sequence (P24468 whole entry, looked up): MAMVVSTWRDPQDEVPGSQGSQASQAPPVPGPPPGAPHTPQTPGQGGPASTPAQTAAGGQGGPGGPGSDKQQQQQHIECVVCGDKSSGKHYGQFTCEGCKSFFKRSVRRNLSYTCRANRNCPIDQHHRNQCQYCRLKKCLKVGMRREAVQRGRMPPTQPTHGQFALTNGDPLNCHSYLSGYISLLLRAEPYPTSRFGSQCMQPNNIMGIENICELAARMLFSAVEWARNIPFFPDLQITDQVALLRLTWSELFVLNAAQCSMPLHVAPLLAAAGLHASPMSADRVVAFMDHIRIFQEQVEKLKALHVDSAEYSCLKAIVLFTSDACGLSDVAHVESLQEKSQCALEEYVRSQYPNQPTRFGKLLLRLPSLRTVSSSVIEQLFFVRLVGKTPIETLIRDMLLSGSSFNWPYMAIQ
Numbers without * were called inactive. Not all compounds are listed; the hit share may differ from the screen's.

SMILES | COUP-TFII inh
CCCCOCCCNC(=O)C[C@H]1C[C@@]2(C(=O)OC)C(=C[C@H](C(C)(C)C)O[C@@H]2C)N(Cc2ccco2)C1=O | -4
O=C(NCc1ccccc1)[C@@H]1CCCN1C(=O)[C@H]1CCCN1C(=O)c1cccc2ccccc12 | 4
CC(=NN1CCN(Cc2ccccc2Cl)CC1)c1ccc(O)cc1 | 19
S=c1[nH]nc(-c2n[nH]c3c2CCC3)n1N=Cc1ccc(OCc2ccccc2)cc1 | -36
CN(C)c1ccc(C(=O)NCCc2ccccc2-c2ccccc2CCC(=O)NCc2ccccc2)cc1 | -7
C[C@H](CO)N1C[C@H](C)[C@H](CN(C)C(=O)Nc2ccc3c(c2)OCO3)OCc2cnnn2CCCC1=O | 4
O=C(NC1CCCCN(Cc2ccc(Cl)cc2)C1=O)C1C2CC3CC(C2)CC1C3 (centres undefined) | 10
CC(C)(C)c1ccc(-c2nnc(SCC(=O)Nc3ccc4c(c3)OCCO4)n2-c2ccc(Cl)cc2)cc1 | -3
COC(=O)C1=C(C)N(Cc2cccc(C(F)(F)F)c2)C(=NCc2cc(OC)c(OC)c(OC)c2)NC1c1ccccc1C(F)(F)F (centres undefined) | 0
CCOC(=O)[C@@]12CN(C(=O)OC(C)(C)C)CC=C1N(Cc1ccc(OC)cc1)C(=O)[C@H]2CC(=O)N1CCN(C(=O)c2ccco2)CC1 | 14
COc1ccc(C2CCC3(CCC(=O)N3CCOC(=O)NCc3ccc(Cl)cc3)CC2)cc1 (centres undefined) | 40*
c1cc2c(cc1-c1csc(NNC3=NCCCCC3)n1)OCCO2 | -35
COc1ccc(-c2cc(C(=O)NN=Cc3ccc(C)s3)[nH]n2)cc1 | -39
Cc1ccccc1C(=O)N[C@H](C(=O)N1CCC[C@H]1C(=O)NC1CCCC1)C1CCCCC1 | 3
CC(=O)N1N=C(c2ccccc2OC(=O)/C=C/c2ccccc2)CC1c1ccccc1 (centres undefined) | 7
Oc1c(C=Nc2cccc3nsnc23)ccc2ccccc12 | 1
Cc1ccc(NC(=O)CN(C)Cc2c(O)ccc3ccccc23)cc1 | -8
CCOC(=O)c1[nH]c2ccc(OC)cc2c1NC(=O)C(C)N1CCSCC1 (centres undefined) | -9
COC(=O)c1c(-c2ccc(OC)cc2)c2c(c3c4ccccc4n(S(=O)(=O)c4ccc(C)cc4)c13)C(=O)N(C)C2 | 13
COC(=O)c1cc(-c2ccc(C)c3ccccc23)c(=O)n2c1CCC2 | -4
CCOC(=O)[C@@]12CN(C(=O)OC(C)(C)C)CC=C1N(Cc1ccc(OC)cc1)C(=O)[C@H]2CC(=O)N1CCSCC1 | -12
CN(C)c1ccc(NC(=O)NC2CCCCN(Cc3ccc(Cl)cc3)C2=O)cc1 (centres undefined) | -2
Cc1onc(-c2ccc(Cl)cc2)c1-c1ccn(S(=O)(=O)c2ccccc2Cl)n1 | 15
CCN(CC)C(=O)CC[C@H]1CC[C@]2(CCCN(Cc3ccccc3)C2)O1 | -12
CC(=O)CC[C@H]1CC[C@]2(CCCN(S(=O)(=O)c3ccccc3)C2)O1 | 9

Three entries from above, set out differently:
SMILES	COUP-TFII inh
O=C(NC1CCCCN(Cc2ccc(Cl)cc2)C1=O)C1C2CC3CC(C2)CC1C3 (centres undefined)	10
CCCCOCCCNC(=O)C[C@H]1C[C@@]2(C(=O)OC)C(=C[C@H](C(C)(C)C)O[C@@H]2C)N(Cc2ccco2)C1=O	-4
COc1ccc(C2CCC3(CCC(=O)N3CCOC(=O)NCc3ccc(Cl)cc3)CC2)cc1 (centres undefined)	40*

Other results
SMILES | COUP-TFII inh
COc1cccc(N2CCN(CC(=O)NCc3ccccc3C)CC2)c1 | 3
CCCC[C@H]1C2CC(OC(=O)Nc3ccc4c(c3)OCO4)C(C2)[C@H]2CCCCN21 (some centres undefined) | -26
COc1ccc(CCN(Cc2cccs2)S(=O)(=O)c2ccccc2)cc1OC | 8
CC(C)CNC(=O)OCc1cn(Cc2c(F)cccc2F)nn1 | -8
COc1ccc(NC(=O)CCCNS(=O)(=O)c2ccc3[nH]c(=O)oc3c2)cc1OC | -1
Cn1cccc1C(=O)N1CCN(S(=O)(=O)c2ccc(C(C)(C)C)cc2)CC1 | 2
CN1C(=O)C[C@@](C#N)(C(=O)N2CCOCC2)[C@H]1c1ccccc1 | -9
Cc1cccc(-c2ccc3c(c2)[C@@H]2C[C@H]4[C@@H](CN2CC3)[C@H](C)ON4C)c1 | 7
COC(=O)[C@]12C[C@H](CC(=O)NCC3CCCCC3)C(=O)N(CCC3=CCCCC3)C1=C[C@H](COCc1ccccc1)O[C@@H]2C | -11
COC(=O)[C@]12C[C@H](CC(=O)NCc3ccc(C)o3)C(=O)N(CCc3ccc(OC)c(OC)c3)C1=C[C@H](COCc1ccccc1)O[C@@H]2C | 13
COc1ccc(CN2CCC(CNC(=O)Nc3ccc(Cl)cc3)CC2)cc1 | -6
CN(C(=O)c1ccc(Cl)cc1)c1ccc(OCC(=O)Nc2cc(C(=O)O)ccc2Cl)cc1 | 6
CSC(=Cc1ccc(C(=O)c2ccc(C)cc2)n1C)S(C)=O (centres undefined) | 6
C[C@H](O)[C@@H]1CN2CCc3ccc(N4CCOCC4)cc3[C@@H]2C[C@@H]1N(C)C(=O)c1ccco1 | -1
CSc1ncc(Cl)c(C(=O)Nc2sc3c(c2C(=O)NCc2ccco2)CCCC3)n1 | 4
C[C@@H]1ON(C)[C@H]2C[C@H]3c4cc(-c5cccc(Cl)c5)ccc4CCN3C[C@@H]12 | 5
O=C(N[C@H](C(=O)N1CCC[C@H]1C(=O)NCc1ccccc1)C1CCCCC1)c1ccc(Cl)c(Cl)c1 | 8
Cc1ccc(-n2c(SCC(=O)c3ccccc3Cl)nnc2-c2cnccn2)cc1 | -6
COC(=O)[C@]12C[C@H](CC(=O)NCCC(C)C)C(=O)N(Cc3ccc4c(c3)OCO4)C1=C[C@H](C(C)C)O[C@@H]2C1CC1 | -9
COc1ccc(/C=C/S(=O)(=O)NCc2ccccc2)c(CNC(=O)OC(C)(C)C)c1 | 8
O=C(c1ccc(F)cc1Cl)N1CCC(Oc2cccnc2)CC1 | -18
Cc1ccc(Cl)cc1NC(=O)N(C)CCOC(=O)Nc1cccc(Cl)c1 | 0
COc1ccc(-c2nnc(SCc3cccc(F)c3)n2-c2ccccc2)cc1 | 3
CCCCc1cc2c(cn1)=C(OC(=O)c1cnc3ccccc3n1)C(C)(OC(=O)CC)C(=O)C=2 (centres undefined) | -4
CC(C)NC(=O)c1ccc(-n2c(=S)[nH]c3ccccc3c2=O)cc1 | -16
Remaining list, next part.
SMILES | COUP-TFII inh
CCOc1ccc(-n2c(COc3ccccc3)nnc2SCC(=O)Nc2ccc(OCc3ccccc3)cc2)cc1 | 3
COc1ccc(CN(CCN2CCOCC2)C(=O)c2cccc(F)c2)cc1OC | 8
O=S1(=O)c2c(cccc2N2CC[C@@H](O)C2)O[C@@H]2CCN1C2 | -13
CN(C(=O)c1cn(C)c2ccccc12)c1ccc(Oc2cccnc2)cc1 | 47*
COC(=O)C1=C(C)N(C)C(=NCc2cccc(C(F)(F)F)c2)NC1c1ccccc1C(F)(F)F (centres undefined) | 8
O=C1NC(Cc2ccccc2)c2nc3cc(F)ccc3c(=O)n2-c2ccc(Cl)cc21 (centres undefined) | 4
C=CCN1C[C@H](COC(=O)CSc2ccccc2)Oc2cccc(F)c2S1(=O)=O | -11
Nc1c(C(=O)Nc2ccc(Cl)c(Cl)c2)sc2nc(-c3cccnc3)ccc12 | -12
CC(C)(C)C(=O)CSc1nnc(SCc2cccc3ccccc23)s1 | 5
CCCC[C@H]1C2CC(OC(=O)Nc3ccc(C(F)(F)F)cc3)C(C2)[C@H]2CCCCN21 (some centres undefined) | 23
COc1cc(OC)c(/C=N/NC(=O)c2ccc(Cn3nc([N+](=O)[O-])cc3C)cc2)c(OC)c1 | 4
COC(=O)[C@]12C[C@H](CC(=O)N3CCCC3)C(=O)N(CCC3=CCCCC3)C1=C[C@H](C(C)(C)C)O[C@@H]2C | 10
COC(=O)c1cc(-c2cccc(OCc3ccccc3)c2)c(=O)n2c1CCC2 | 18
COC(=O)c1ccc2nc(-c3ccco3)c(Cc3ccsc3)n2c1 | 9
CCNC(=O)N1CCN(c2ccc(N3CCN(C(=O)NCC)[C@H](C)C3)c(C)c2)[C@@H](C)C1 | -42
O=C(CCc1c[nH]c2ccccc12)Nc1ccc(Oc2cccnc2)cc1 | 27
COc1cc(=O)oc(C=O)c1C | -9
CCC(CO)Nc1cccc2c1S(=O)(=O)N(Cc1cn(Cc3ccc(F)cc3)nn1)Cc1ccccc1O2 (centres undefined) | -15
CC(COc1ccc(C#N)c(F)c1)CN1CCC(C(O)(c2ccccc2)c2ccccc2)CC1 (centres undefined) | 1
O=C(CNS(=O)(=O)c1cccs1)N1CCN(c2ncccn2)CC1 | -6
COc1ccc2c(c1)CCCN2C(=O)C1CCCN(S(=O)(=O)c2ccccc2)C1 (centres undefined) | 17
CC(C)C[C@H]1CNC(=O)C(=O)N1C[C@@H]1CCCN1C[C@H](Cc1ccccc1)N1C[C@H](CC(C)C)N(CC2CCCCC2)C(=O)C1=O | 9
Cc1ccc(C)c(NC(=O)Cn2c(=O)n(-c3ccc(CC(=O)NCC4CCCO4)cc3)c(=O)c3ccccc32)c1 (centres undefined) | -10
COC(=O)c1cc2c(c3c4ccccc4n(S(=O)(=O)c4ccc(OC)cc4)c13)C(=O)N(Cc1ccc(C(F)(F)F)cc1)C2 | 17
COc1ccc2nc(-c3ccc(CN4CCC(c5nc6ccccc6[nH]5)CC4)cc3)c(-c3ccccc3)nc2c1 | 2
Carrying on.
SMILES | COUP-TFII inh
O=C(NCCc1ccccc1Cl)[C@@H]1CCCN1C(=O)[C@@H](NC(=O)N1CCOCC1)C1CCCCC1 | -3
O=C1CCC(CNc2ccccc2)N1c1ccccc1 (centres undefined) | -23
COc1cc2c(cc1OC)CSC1C(=O)N(C)C(SC2)C(=O)N1C | 1
CCn1c(C)nc2cc(C(=O)NNC(=S)Nc3ccccc3OC)ccc21 | -18
COC(=O)[C@]12C[C@H](CC(=O)N3CCN(C(=O)C4CC4)CC3)C(=O)N(CCc3ccc(OC)c(OC)c3)C1=C[C@H](C(C)(C)C)O[C@@H]2C | 6
CCOC(=O)N1CCN(C(=S)NC(=O)c2ccc(F)cc2)CC1 | 1
CC(=O)OCCCN1CCC2(CCC(c3ccccc3)CC2)C1=O (centres undefined) | -3
COCCNC(=S)N(C)[C@H]1C[C@H]2c3[nH]c4ccccc4c3CCN2C(=O)[C@H]1[C@H](C)O | -15
COP(=O)(CC(=O)OC(C)(C)C)C(CC(C)C)NC(=O)OCc1ccccc1 (centres undefined) | 4
COCCNC(=O)C[C@H]1CC[C@H]2[C@@H](COc3ccc(NC(=O)Nc4cccc(F)c4)cc3C(=O)N2C)O1 | -5
O=C(NCC1CCN(C(=O)C(=O)c2cc3ccccc3o2)CC1)c1ccncc1 | 3
O=C1CCC[C@H]2C[C@H](NCc3ccccc3Cl)CC[C@]23CCCN13 | 7
CCCCCCN(C(=O)CCCCCN1C(=O)NC(c2ccc([N+](=O)[O-])cc2)C(C(=O)OCc2ccccc2)=C1C)C(C(=O)NCCCC)c1ccc(OCC(=O)OC)c(C(=O)OC)c1 (centres undefined) | -6
OC(c1ccccc1)(c1ccccc1)C1CCN(CCCOc2ccc(-c3ccsc3)cc2)CC1 | 4
O=S(=O)(Nc1cc(Sc2cccc3cccnc23)c(O)c2ccccc12)c1ccccc1 | 22
COCc1[nH]nc2c1C(c1ccc(F)cc1)N(Cc1ccccc1)C2=O (centres undefined) | 4
COc1cccc(-c2cccc3c4c([nH]c23)[C@@H]2C[C@H]3[C@@H](C(=O)N2CC4)[C@H](C)ON3C)c1 | 14
COC(=O)c1cc2c(c3c4cc(OC)ccc4n(S(=O)(=O)c4ccc(OC)cc4)c13)C(=O)N(C1CCCCC1)C2 | 3
CCCCCCCCN1C(=O)[C@@H](CC(=O)NCCC(C)C)C[C@@]2(C(=O)OC)C1=C[C@H](COCc1ccccc1)O[C@@H]2C | 11
COc1ccc2c(c1)CN1C(=O)N(Cc3ccc(F)cc3)S(=O)(=O)CC21 (centres undefined) | 24
Cc1cccc(OC(C)CCN2CCC(C(O)(c3ccccc3)c3ccccc3)CC2)c1 (centres undefined) | -8
CCOc1ccc(CCNC(=O)c2ccc(Oc3ccccc3)cc2)cc1OCC | 24
Cc1ccccc1C1=CC(=O)CC(C)(C)C1=O | -5
Cc1ccc(-n2c(SCC(=O)Nc3ccc4cn[nH]c4c3)nnc2-c2ccccc2)cc1 | 7
O=S(=O)(N[C@H]1CCCC[C@@H]1N1CCOCC1)c1ccc(Cl)cc1 | -9
COC(=O)[C@]12C[C@H](CC(=O)NCC3CCCCC3)C(=O)N(Cc3ccc4c(c3)OCO4)C1=C[C@H](C(C)(C)C)O[C@@H]2C | 0
CCC[C@H]1[C@@H](OC(=O)NCc2ccc(OC)c(OC)c2)CC[C@@]23CCCN2C(=O)CCC[C@@H]13 | 4

Entries from the list above that have two or more sulfur atoms:
SMILES | COUP-TFII inh
COc1ccc(CCN(Cc2cccs2)S(=O)(=O)c2ccccc2)cc1OC | 8
CSC(=Cc1ccc(C(=O)c2ccc(C)cc2)n1C)S(C)=O (centres undefined) | 6
CSc1ncc(Cl)c(C(=O)Nc2sc3c(c2C(=O)NCc2ccco2)CCCC3)n1 | 4
C=CCN1C[C@H](COC(=O)CSc2ccccc2)Oc2cccc(F)c2S1(=O)=O | -11
CC(C)(C)C(=O)CSc1nnc(SCc2cccc3ccccc23)s1 | 5
O=C(CNS(=O)(=O)c1cccs1)N1CCN(c2ncccn2)CC1 | -6
COc1cc2c(cc1OC)CSC1C(=O)N(C)C(SC2)C(=O)N1C | 1
O=S(=O)(Nc1cc(Sc2cccc3cccnc23)c(O)c2ccccc12)c1ccccc1 | 22

Bioassay records (PubChem)
